Screens (PubChem BioAssay)
TCR-CD3 inh – blocks the human TCR-CD3 interaction | AID 651800 | inhibition, % at 9.4 µM | 0.37% of 360,000 active | TAMRA-labeled TCR probe fluorescence, biochemical; in the data active = inhibition above about 19%;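 also: recombinant mutant TCR 2C K166C tagged with TAMRA read by polarization; 0% = receptor in buffer alone and 100% = receptor with positive control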
MBD2 inh – inhibitors of human MBD2 binding to methylated oligonucleotide. 0.31% of 370,000 active. inhibition, % at 4.4 µM. Q9UBB5. TR-FRET; in the data active = inhibition above about 13%
PRMT1 FP inh – PRMT1 (human) inhibition, primary screen; Q99873; recombinant PRMT1, activity-based probe fluorescence polarization; inhibition, % at 2.79 µM; 1.3% of 370,000 active; AID 652257;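 active = inhibition above about 21% made by adding two undisclosed values, limit read from the data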
GC-B act – GC-B (human) receptor activation | AID 1920062 | 0.11% of 370,000 active | activation, % at 10 µM | P20594 | HEK293-GC-B cells, CNP EC30, cGMP TR-FRET; 0% at EC30 CNP, 100% saturating CNP;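 active = activation at 10 µM reaching about 35% in either raw or pattern-adjusted values, limit read from the data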
HTRA1 inh – inhibitors of human serine peptidase HTRA1. Q92743. recombinant HTRA1, FP-rhodamine activity-based probe, fluorescence polarization. inhibition, % at 5.96 µM. 0.5% of 340,000 active. AID 504803; in the data active = inhibition above about 36%;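 also: 0% = enzyme with DMSO and 100% = wells lacking enzyme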
UHRF1 binding – human UHRF1 methylated DNA binding inhibitors. UHRF1 binding to methylated oligo, TR-FRET. Q96T88. inhibition, % at 4.4 µM. 0.75% of 370,000 active; in the data active = inhibition above about 21%;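 also: UHRF1 SRA domain binding a hemimethylated CpG hairpin DNA probe; 0% = median of test compound wells and 100% = reference inhibitor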
Target sequence (Q96T88 whole entry, looked up, the tested form may be a part): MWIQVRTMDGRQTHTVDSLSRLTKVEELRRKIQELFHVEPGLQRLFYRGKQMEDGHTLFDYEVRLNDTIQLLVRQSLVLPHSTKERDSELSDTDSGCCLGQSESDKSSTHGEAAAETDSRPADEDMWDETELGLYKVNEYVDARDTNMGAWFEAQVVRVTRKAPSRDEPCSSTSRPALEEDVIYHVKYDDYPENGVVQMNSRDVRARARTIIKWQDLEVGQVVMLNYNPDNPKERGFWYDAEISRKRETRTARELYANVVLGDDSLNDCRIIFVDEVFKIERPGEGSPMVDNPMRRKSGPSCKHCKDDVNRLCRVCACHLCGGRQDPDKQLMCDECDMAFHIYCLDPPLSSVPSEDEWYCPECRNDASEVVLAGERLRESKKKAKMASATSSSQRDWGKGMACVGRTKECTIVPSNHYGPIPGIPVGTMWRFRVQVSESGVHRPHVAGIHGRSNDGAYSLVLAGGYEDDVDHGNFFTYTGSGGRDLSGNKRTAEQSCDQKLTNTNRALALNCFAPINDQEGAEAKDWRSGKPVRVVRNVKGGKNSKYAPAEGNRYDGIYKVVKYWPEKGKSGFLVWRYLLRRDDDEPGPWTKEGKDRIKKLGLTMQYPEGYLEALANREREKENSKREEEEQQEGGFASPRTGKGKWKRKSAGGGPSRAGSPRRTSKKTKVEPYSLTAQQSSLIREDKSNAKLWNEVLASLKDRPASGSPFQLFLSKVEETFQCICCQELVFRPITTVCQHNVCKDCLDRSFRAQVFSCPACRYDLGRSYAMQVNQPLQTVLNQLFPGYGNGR
SIAE primary – blocks human sialic acid acetylesterase; inhibition, % at 9.66 µM; 0.69% of 370,000 active; AID 1053197; SIAE FP-Rh probe binding, fluorescence polarization; Q9HAT2;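 active = inhibition above a cutoff: mean of compounds within the control limits plus 3 SD of those, cut at about 17% in these data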;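 also: 0% = plate median of compound wells and 100% = probe without SIAE protein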
rCAG RNA binder – r(CAG) repeat RNA binding. AID 651821. inhibition, % at 3 µM. 1.3% of 370,000 active. TO-PRO-1 dye displacement fluorescence;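 active = inhibition above the plate cutoff, the mean of all test compounds on that plate plus 3 SD, cut at about 35% in these data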;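 also: 0% = DMSO alone and 100% = 100 µM mitoxantrone as full dye displacement; higher means more dye released from RNA so lower well fluorescence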
mABHD4 FP – inhibitors of mouse ABHD4. purified mABHD4, FP-Rh probe fluorescence polarization. inhibition, % at 8.92 µM. 0.54% of 370,000 active. AID 720543;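 active = inhibition exceeding the mean over every tested compound plus 3 SD, cut at about 30% in these data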;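 also: 0% = plate median of compound wells and 100% = S159A mutant with DMSO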
Target sequence (Q8VD66 whole entry, looked up): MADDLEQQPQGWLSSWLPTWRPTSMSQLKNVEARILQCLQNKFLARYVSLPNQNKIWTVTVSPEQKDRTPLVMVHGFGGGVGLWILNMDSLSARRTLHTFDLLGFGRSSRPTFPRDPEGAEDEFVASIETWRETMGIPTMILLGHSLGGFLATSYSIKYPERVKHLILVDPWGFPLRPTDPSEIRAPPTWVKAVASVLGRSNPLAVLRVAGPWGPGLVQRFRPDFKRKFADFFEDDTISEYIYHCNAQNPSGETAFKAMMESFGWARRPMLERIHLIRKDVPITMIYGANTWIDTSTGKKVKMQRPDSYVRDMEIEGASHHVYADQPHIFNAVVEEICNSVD
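assay system = mABHD4 protein | compound dosing = single nominal dose of 8.92 µM, 0.89% DMSO final | read-out basis = percent inhibition of probe binding, normalized to plate controls | schedule = Enzyme–compound pre-incubation 45 min, then probe 60 min, both 25 °C | detection = fluorescence polarization, excitation 525 nm, emission 598 nm, BODIPY TMR filters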
GC-A act – GC-A (human) enzyme activation | P16066 | HEK293 GC-A cells, cGMP TR-FRET, EC30 ANP; 0% at EC30 ANP, 100% saturating ANP | activation, % at 10 µM | 0.14% of 370,000 active | AID 1671463; in the data active = activation above about 40%
An asterisk follows results filed as active; nt = not tested or not shown.

1: COc1ccc(C(C(=O)NC2CCCCC2)N(C(=O)c2ccccn2)c2cccnc2)cc1 (stereo unspecified)
2: CCOC(=O)Cc1nc2ccccc2n(CC#N)c1=O
3: COc1ccc(-c2ccc3oc(-c4ccc(OC)cc4)c(-c4cc(OC)c(OC)c(OC)c4)c3c2)cc1
4: C(=N\N1CCN(C2c3ccccc3-c3ccccc32)CC1)/c1cccs1
5: N#Cc1ccccc1OCC(=O)NCC(c1ccc(F)cc1)N1CCOCC1 (stereo unspecified)
6: COc1ccc(N2C(=NC(=O)CCCc3ccccc3)SC3CS(=O)(=O)CC32)cc1 (stereo unspecified)
7: O=C(N/N=C/c1ccncc1)c1ccc(OCc2ccccc2)cc1
8: COc1ccc(C=NNc2ccc([N+](=O)[O-])cn2)cc1
compound no.	1	2	3	4	5	6	7	8
TCR-CD3 inh	5	7	6	6	-2	-4	0	-3
MBD2 inh	3	-2	3	3	3	-7	-1	-6
PRMT1 FP inh	0	2	-2	0	-1	0	-4	-7
GC-B act	3	3	-2	-4	-6	-5	-11	0
HTRA1 inh	0	6	3	3	-3	-4	-14	5
UHRF1 binding	-1	3	1	5	-2	0	-2	1
SIAE primary	9	-1	-3	6	5	8	-8	8
rCAG RNA binder	-2	-2	5	5	-1	-2	0	1
mABHD4 FP	0	6	-1	3	3	-6	-4	2
GC-A act	-3	0	-2	-2	-4	-4	2	1

9: CCn1c(SCC(N)=O)nc2sc3c(c2c1=O)CCN(C)C3
10: CCOc1ccccc1N
11: Cc1cccc(NC(=O)C(=O)NCCCN2CCOCC2)c1
12: O=C(Nc1cccc(NC(=O)c2ccccc2)n1)c1ccccc1
13: COc1ccc(C2Sc3nncn3N2Cc2ccc(C#N)cc2)cc1 (stereo unspecified)
14: Cc1cc(N)n(-c2ccc(S(=O)(=O)N3CCCC3)cc2[N+](=O)[O-])n1
15: O=C(Cn1nc(C(=O)O)c2ccccc2c1=O)Nc1ccc(Cl)c(S(=O)(=O)N2CCOCC2)c1
16: COc1ccc(CC(=O)N/N=C/c2ccc(C)s2)cc1
compound no.	9	10	11	12	13	14	15	16
TCR-CD3 inh	6	3	-2	-3	-4	-7	2	-1
MBD2 inh	-5	-2	0	-1	-6	2	-6	-5
PRMT1 FP inh	7	0	-4	2	-1	5	-6	-4
GC-B act	3	-2	-1	0	-10	-1	5	1
HTRA1 inh	4	5	2	-26	-3	-5	-15	1
UHRF1 binding	-1	-2	-1	0	3	8	-2	-3
SIAE primary	0	12	0	-8	7	-6	-36	4
rCAG RNA binder	1	1	-3	-1	1	7	13	-2
mABHD4 FP	5	-3	5	-2	2	-8	-16	-5
GC-A act	11	1	1	0	-3	2	-4	1

17: CC(C)c1ccc(NC(=O)COC(=O)c2cc(=O)[nH]c3ccccc23)cc1
18: CC(=O)Nc1c(O)nc(SCC(=O)Nc2nnc(CC(C)C)s2)[nH]c1=O
19: CCOC(=O)Cc1cc(=O)n2[nH]cc(-c3cccc(Br)c3)c2n1
20: CNC(=O)C[C@H]1C(=O)N(c2ccccc2)C[C@@H]1C
21: COc1ccc(-n2nc3c(c2NC(=O)c2ccccc2S(=O)(=O)C(F)F)CS(=O)(=O)C3)cc1
22: O=C(O)CCNS(=O)(=O)c1ccc2c(c1)CCCC2
23: CCc1cc(=O)oc2cc(OC(C)C(=O)NCC(O)c3ccccc3)c(Cl)cc12 (stereo unspecified)
24: CCCC(C(=O)NC1CCCC1)N(Cc1ccc2c(c1)OCO2)C(=O)c1snc(C(N)=O)c1N (stereo unspecified)
compound no.	17	18	19	20	21	22	23	24
TCR-CD3 inh	-1	-4	1	-1	3	-1	4	3
MBD2 inh	-1	0	2	-1	2	3	0	-1
PRMT1 FP inh	1	15	-1	2	-2	3	0	-3
GC-B act	-8	5	-6	3	5	9	-7	-15
HTRA1 inh	-13	1	5	4	-7	2	5	-1
UHRF1 binding	0	-3	-2	0	-2	-1	-3	1
SIAE primary	-12	-3	-1	-2	3	6	-4	24*
rCAG RNA binder	5	-1	67*	0	27	-1	-5	-5
mABHD4 FP	-4	6	32*	2	4	2	3	1
GC-A act	0	3	1	4	-2	0	-13	-27

25: CC1CC1C(=O)Nc1ccc(S(=O)(=O)N2CCCCC2)cc1 (stereo unspecified)
26: O=C(NC1CC1)c1cc2cc3ccccc3nc2s1
27: CC(=O)Nc1ccc(S(=O)(=O)N(C)CC(=O)OCC(=O)NNC(=O)c2ccccc2F)cc1
28: CC(=O)Nc1ccc2c(c1)Cc1c-2cc(Br)c(N)c1Br
29: CS(=O)(=O)c1cccc(C(=O)NC(c2ccccc2)c2ccccc2)c1
30: Cc1cc(S(=O)(=O)NCC(=O)O)ccc1F
31: CC(=O)c1c(C)[nH]c(C(=O)OCC(=O)NCCc2ccc(Cl)cc2)c1C
32: Cc1[nH]n(-c2ccccc2)c(=O)c1/C=N/n1c(C)nc2ccccc2c1=O
compound no.	25	26	27	28	29	30	31	32
TCR-CD3 inh	6	-2	-6	4	-5	3	-3	2
MBD2 inh	-2	-3	-1	-2	1	2	-4	-6
PRMT1 FP inh	0	3	4	-2	-1	-1	2	-1
GC-B act	1	-4	4	-13	-1	3	-2	0
HTRA1 inh	-5	1	1	5	3	7	-27	12
UHRF1 binding	0	-3	1	-3	1	7	3	-9
SIAE primary	-10	-3	-4	-1	-2	-5	-1	-2
rCAG RNA binder	-1	-2	1	11	3	1	2	2
mABHD4 FP	-6	-2	-3	20	3	-6	2	3
GC-A act	3	-1	0	-27	-3	0	2	-2

33: CN(C(=O)CSc1nnc(-c2ccc(Cl)cc2)n1CC1CCCO1)C1CCS(=O)(=O)C1 (stereo unspecified)
34: COc1ccccc1NC(=O)Cn1nnc(C(=O)NCc2cccs2)c1N
35: O=C(c1ccc([N+](=O)[O-])cc1)N(Cc1ccc(Cl)cc1)N1C(=O)CCCC1=O
36: COc1cccc(-n2nnc3c(=O)n(Cc4ccccc4F)cnc32)c1
37: CCn1c(C)cc(/C=C2\NC(=O)N(CC(=O)Nc3cccc(C)c3)C2=O)c1C
38: Cc1cc(CNC(=O)CCc2nnc(CCCc3ccccc3)o2)nn1C
39: O=C(Nc1ccc(F)c(F)c1)c1ccc2c(c1)OCO2
40: Cc1cc(-n2cnnn2)cc(C)c1S(=O)(=O)NCCOc1ccccc1
compound no.	33	34	35	36	37	38	39	40
TCR-CD3 inh	-7	3	1	1	-25	-1	1	-11
MBD2 inh	-4	-3	-1	2	-7	5	-2	-5
PRMT1 FP inh	5	-3	-2	4	1	2	1	-1
GC-B act	-4	-2	0	-2	11	0	-1	5
HTRA1 inh	7	-1	3	-4	2	8	-11	-7
UHRF1 binding	1	0	-3	1	-3	0	-2	0
SIAE primary	3	-2	5	-2	-3	-5	-4	-2
rCAG RNA binder	-7	-5	-3	2	25	-7	1	1
mABHD4 FP	4	-1	1	1	-12	2	-6	-9
GC-A act	3	-1	1	4	-4	1	0	-3

Reformatted field by field: four of the compounds above.
37	CCn1c(C)cc(/C=C2\NC(=O)N(CC(=O)Nc3cccc(C)c3)C2=O)c1C
  TCR-CD3 inh = -25; MBD2 inh = -7; PRMT1 FP inh = 1; GC-B act = 11; HTRA1 inh = 2; UHRF1 binding = -3; SIAE primary = -3; rCAG RNA binder = 25; mABHD4 FP = -12; GC-A act = -4
38	Cc1cc(CNC(=O)CCc2nnc(CCCc3ccccc3)o2)nn1C
  TCR-CD3 inh = -1; MBD2 inh = 5; PRMT1 FP inh = 2; GC-B act = 0; HTRA1 inh = 8; UHRF1 binding = 0; SIAE primary = -5; rCAG RNA binder = -7; mABHD4 FP = 2; GC-A act = 1
39	O=C(Nc1ccc(F)c(F)c1)c1ccc2c(c1)OCO2
  TCR-CD3 inh = 1; MBD2 inh = -2; PRMT1 FP inh = 1; GC-B act = -1; HTRA1 inh = -11; UHRF1 binding = -2; SIAE primary = -4; rCAG RNA binder = 1; mABHD4 FP = -6; GC-A act = 0
40	Cc1cc(-n2cnnn2)cc(C)c1S(=O)(=O)NCCOc1ccccc1
  TCR-CD3 inh = -11; MBD2 inh = -5; PRMT1 FP inh = -1; GC-B act = 5; HTRA1 inh = -7; UHRF1 binding = 0; SIAE primary = -2; rCAG RNA binder = 1; mABHD4 FP = -9; GC-A act = -3

Other results:
41: Cc1ccc(S(=O)(=O)N2CCN(C(=O)COC(=O)CNC(=O)c3ccc(C(C)(C)C)cc3)CC2)c(C)c1
42: COc1ccc(C(=O)N2CCCC(N3CCN(c4ccccc4F)CC3)C2)c(OC)n1 (stereo unspecified)
43: CCOC(=O)NN1C(=O)c2ccccc2NC1c1cccs1 (stereo unspecified)
44: O=C(CCS(=O)(=O)c1ccc(Br)cc1)NCc1ccco1
45: COC(=O)c1cccc(C23CC4(C2)[C@H](CN(Cc2ccc(-c5ccccc5)cc2)[C@@H]4c2ccccc2)C3c2ccccc2)c1 (stereo partly specified)
46: Cc1nc(SCC(N)=O)[nH]c(=O)c1Cc1ccc(OC(C)C)cc1
47: O=C(NCCc1ccccc1)C(=O)c1cn(CC(=O)N2CCCC2)c2ccccc12
48: COC(=O)c1cc(-c2ccc(Br)cc2)c2c(=O)[nH]c(=O)n(C)c2n1
compound no.	41	42	43	44	45	46	47	48
TCR-CD3 inh	6	-3	3	6	-8	8	-5	-1
MBD2 inh	1	1	1	1	-4	-5	-2	-1
PRMT1 FP inh	1	0	1	3	-3	-4	3	-4
GC-B act	-4	-3	-3	1	-6	4	4	5
HTRA1 inh	-15	4	-6	2	-23	7	6	-12
UHRF1 binding	2	-1	1	4	-2	0	2	0
SIAE primary	0	4	12	2	-3	2	0	-8
rCAG RNA binder	5	-9	-1	-2	4	2	-3	0
mABHD4 FP	-1	4	1	-3	0	4	-9	-5
GC-A act	-10	2	0	0	2	2	1	9

49: O=C1C2C3C=CC(CC3)C2C(=O)N1/N=C/c1ccc(O)cc1 (stereo unspecified)
50: CC(=O)N1N=C(c2ccc(Cl)cc2)OC1c1ccc(C(C)C)cc1 (stereo unspecified)
51: O=C(O)c1cccc(Nc2c3ccccc3nc3ccccc23)c1
52: C#CCN1CC(N(C)CCCO)CS1(=O)=O (stereo unspecified)
53: Cc1ccc(C(=O)N/N=C\c2ccc(-c3ccc(Cl)cc3)o2)cn1
54: CC12CCC(=O)N1C(C(=O)Nc1cccc(F)c1)CS2 (stereo unspecified)
55: [O-]/C(=C(\C(=S)Nc1cccc2ccccc12)[n+]1ccccc1)c1ccc2c(c1)OCCO2
56: CCOC(=O)c1sc(=S)n(-c2cccc(C(F)(F)F)c2)c1SC
compound no.	49	50	51	52	53	54	55	56
TCR-CD3 inh	-8	1	3	nt	-2	-4	5	6
MBD2 inh	1	-3	-9	-3	1	3	0	1
PRMT1 FP inh	-1	0	-3	-3	-1	4	10	1
GC-B act	1	-16	6	3	-13	-2	4	2
HTRA1 inh	0	-1	4	nt	3	9	7	-2
UHRF1 binding	-2	-2	-11	-3	-6	-1	0	0
SIAE primary	10	-3	2	3	-6	0	8	0
rCAG RNA binder	-3	-3	1	3	3	0	7	-3
mABHD4 FP	2	0	5	2	-5	8	9	-1
GC-A act	-3	-6	3	-1	-4	2	0	-4

Copied from the list.
SIAE primary result of `[O-]/C(=C(\C(=S)Nc1cccc2ccccc12)[n+]1ccccc1)c1ccc2c(c1)OCCO2` stands at 8
PRMT1 FP inh result of `O=C(O)c1cccc(Nc2c3ccccc3nc3ccccc23)c1` stands at -3
TCR-CD3 inh result of `CC12CCC(=O)N1C(C(=O)Nc1cccc(F)c1)CS2` (stereo unspecified) stands at -4
rCAG RNA binder result of `CC(=O)N1N=C(c2ccc(Cl)cc2)OC1c1ccc(C(C)C)cc1` (stereo unspecified) stands at -3
MBD2 inh result of `O=C1C2C3C=CC(CC3)C2C(=O)N1/N=C/c1ccc(O)cc1` (stereo unspecified) stands at 1
MBD2 inh result of `CCOC(=O)c1sc(=S)n(-c2cccc(C(F)(F)F)c2)c1SC` stands at 1

Some of the compounds tested. The share of hits here may be higher or lower than overall.
